CFTR F508del cor: F508del CFTR correction, initial screen, CFBE line, single point. activity (quench increase), % at 7.58 µM. 350,000 compounds, 0.36% hits. CFBE cells, YFP halide quenching; stimulated with forskolin plus potentiator P3; % fluorescence drop versus neutral controls. AID 720511, 2013;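 active means mean added fluorescence quench of at least 8% versus neutral control, with both replicates also reaching 8%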;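 further: cells transiently co-express mutant CFTR-F508del with the halide-sensitive YFP; corrector assay measuring rescue of mutant channel to the surface after 24 h compound exposure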
GSIS activator: GLuc luminescence reporter in INS-1E cells, primary screen for activators of glucose-dependent secretion of insulin. activation, % at 16.6 µM. INS-1E GLuc reporter insulin secretion, 2-3 h. 370,000 compounds, 0.61% hits;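 active means lowest replicate activation of at least 40%, so every replicate reaches that level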;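 further: 0% = median of neutral control wells and 100% = median of IBMX positive control wells; some compounds called inactive have numbers as strong as hits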
Cneo AK release: Cryptococcus neoformans cell lysis inducers, primary screen, AK release luminescence, single concentration. C. neoformans lysis, adenylate kinase release luminescence, 4 h; normalised: neutral wells 0, clomiphene wells 100. lysis activity, % at 15 µM. 360,000 compounds, 0.2% hits. AID 651654, 2012;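 active means mean lysis activity across replicates of at least 80%, whatever share of replicates individually reach that level; inactive means mean lysis activity below 80%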
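read-out = cell lysis signal | test system = log-phase Cryptococcus neoformans yeast cells | input = cells at 5 × 10^6 per mL | medium = fresh YPD growth medium | signal = luminescent adenylate kinase detection reagent | timing = 4 h at 37 °C static, read 1 h later | dosing = single dose | controls = Clomiphene as positive lysis control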
Statin myotox sup: suppressors of statin myotoxicity in C2C12 myotubes, primary screen, cell-based, single point, plate reader; C2C12 myotubes + simvastatin, ATP luminescence, 48 h; scaled: DMSO 0, geranylgeraniol control 100; rescue of ATP level, % at 7.49 µM; 330,000 compounds, 0.78% hits; AID 602340, 2012;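 active means mean ATP rescue above about 67%, or every replicate alone reaching that limit, limit read from the data, passing the limit was not always enough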;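 further: myotubes were challenged with 10 µM simvastatin during compound exposure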
FN deposit inh: inhibitors of fibronectin matrix deposition, primary screen, AH1F cells, Alexa488-fibronectin fluorescence, plate reader; AID 743247, 2014; AH1F fibroblasts, overnight; inhibition, % at 12.6 µM; 350,000 compounds, 0.086% hits;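 active means mean inhibition across replicates of 30% or more, regardless of how many single replicates reach that level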;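 further: positive control wells lacked labelled fibronectin entirely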
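Measured by – fluorescence 485/525 nm · System – AH1F fibroblast monolayer, labelled fibronectin deposition · Amount – 10000 cells per well · Buffer or medium – serum-reduced DMEM (2% serum) · Doses – single dose, pinned · Also added – fluorescent fibronectin at 24 nM final · Schedule – 1 h cell attachment, overnight exposure to compound and label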
PglD DTNB: C. jejuni PglD acetyltransferase inhibitors, primary screen, biochemical, DTNB colorimetric, single point; UDP-N-acetylbacillosamine N-acetyltransferase PglD (Campylobacter jejuni); purified PglD enzyme, DTNB colorimetric CoA detection; inhibition, % at 12.5 µM; 360,000 compounds, 0.098% hits; AID 602405, 2012; in the data active means inhibition above about 16%, passing the limit was not always enough; further: strong numbers were not always called active
PGC1a acetyl inh: inhibitors of PGC1a acetylation signal, primary screen, cell-based, U2OS, AlphaScreen, inhibitor mode. AlphaScreen anti-acetyl-lysine; with virally co-expressed GCN5 acetyltransferase. inhibition, % at 15.6 µM. 350,000 compounds, 0.17% hits;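 active means every replicate shows inhibition of at least 40%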;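 further: 0% = neutral control wells and 100% = positive control wells; some results beyond the cut were filed as inactive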
miR122 inh: miR-122 Renilla sensor signal increase in Huh7, primary screen, miR-122 inhibitor project, cell-based, single point, plate reader | Huh7 miR-122 Renilla luciferase sensor, 48 h; neutral wells = 0, positive control = 100 | activation (reporter increase), % at 12.5 µM | 340,000 compounds, 0.3% hits;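 active means mean replicate activation score at least 90 and every replicate individually at or above 90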;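 further: higher luciferase means less miR-122 activity so hits act as miR-122 inhibitors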
The depositor's hits bear a star; x = not tested or not shown; & = joins results of further samples; ! = not confirmed by another sample; [ ] = another dose, or the depositor's remark. Not a hit list (roughly 2.1% active in at least one column).

SMILES | CFTR F508del cor | GSIS activator | Cneo AK release | Statin myotox sup | FN deposit inh | PglD DTNB | PGC1a acetyl inh | miR122 inh
O=C(NC1CCCCC1)C(c1ccccc1)N(Cc1ccco1)C(=O)c1csnn1 (stereo not drawn) | -2.8 | -18 | 1 | 0 | -4 | -8 | -7 | 10
O=C(O)CCCCCCNS(=O)(=O)c1ccccc1 | x | x | 0 | -15 | 1 | 2 | x | -6
CCOc1cc(N2CCOCC2)c(OCC)cc1NC(=O)c1cnccn1 | 0.9 | x | 7 | -3 | 0 | -3 | -17 | 1
O=C(NCCS(=O)(=O)c1ccc(Br)cc1)c1c(F)cccc1F | 0.8 | 0 | 9 | -4 | -1 | 6 | 7 | -1
COc1ccc(-c2cc3c(=O)n(CC(=O)NCCN4CCCC4)nc(C)n3n2)cc1 | -1.5 | -1 | 5 | 8 | 1 | 1 | -13 | 2
COc1cccc(S(=O)(=O)Nc2ccc3c(c2)OC[C@H](C)N(Cc2ccccc2F)C[C@H](C)[C@H](OC)CN(C)C3=O)c1 | 3.3 | -21 | 0 | 23 | 5 | 4 | 3 | x
O=C(N1CCCCC1)N1CCC(c2nc3ccccc3[nH]2)CC1 | 0.9 | -11 | -27 | -24 | -17 | -2 | 0 | -17
O=C(Nc1cc(F)ccc1F)N1CCCCN2[C@H](CO)[C@H](c3ccc(-c4cncnc4)cc3)[C@H]2C1 | -0.3 | 16 | 0 | x | x | -1 | 5 | 4[16.7 µM]
Cc1cc2c(cc1S(=O)(=O)N1CCN(c3ccccc3)CC1)OCC(=O)N2 | -1.8 | -5 | -2 | -22 | 15 | -1 | x | x
CC=Cc1ccc2n(c1=O)C[C@H]1[C@H](CO)[C@@H](C(=O)Nc3ccccc3)N(CC3CCCC3)[C@@H]21 (mixture of isomers) | x | -5 | 0 | 0 | x | -3 | x | x
COc1cccc(-n2c(SCC(=O)Nc3nccs3)nnc2-c2ccoc2C)c1 | x | x | -1 | 4 | x | 1 | -5 | -1
CC(C)/C=C1\CC/C(=C\c2cccnc2)C1=O | -2.6 | -28 | x | x | 0 | x | -1 | x
COc1ccccc1NC(=O)CCS(=O)(=O)c1ccc2c(c1)oc(=O)n2C | 1.1 | 8 | -1 | -1 | 13 | 2 | -10 | -3
Cc1ccc(C(=O)CCC(=O)NNC(=O)c2ccccc2O)cc1 | -3.1 | 8 | -1 | 2 | -5 | -8 | x | x
O=C(CCSc1ccc(Cl)cc1)N1CCOCC1 | x | x | 0 | -1 | 2 | 5 | -33 | -3
COc1ccccc1N1CCN(C2CCCN(S(=O)(=O)c3ccc(C)cc3)C2)CC1 (stereo not drawn) | 1.4 | -9 | 2 | 7 | -20 | -4 | -5 | 0
COCCNC(=O)C1CCCN(Cc2ccc(Cl)cc2)CC1 (stereo not drawn) | -1.5 | x | -4 | 0 | x | 0 | -1 | 2
Cc1ccc(C(=O)Nc2cccc([N+](=O)[O-])c2)cc1S(=O)(=O)Nc1ccc(C(=O)O)cc1 | -0.7 | -3 | x | x | -4 | x | 4 | x
CC(Oc1ccccc1)C(=O)NCc1cccnc1 (stereo not drawn) | x | 10 | 1 | -3 | x | -4 | 5 | x
CCOC(=O)/C(C#N)=C/c1cn(CCOc2ccccc2)c2ccccc12 | -1.7 | -2 | x | -3 | 20 | x | 37 | -4

The final 3 records of the part above open the next one.
SMILES | CFTR F508del cor | GSIS activator | Cneo AK release | Statin myotox sup | FN deposit inh | PglD DTNB | PGC1a acetyl inh | miR122 inh
Cc1ccc(C(=O)Nc2cccc([N+](=O)[O-])c2)cc1S(=O)(=O)Nc1ccc(C(=O)O)cc1 | -0.7 | -3 | x | x | -4 | x | 4 | x
CC(Oc1ccccc1)C(=O)NCc1cccnc1 (stereo not drawn) | x | 10 | 1 | -3 | x | -4 | 5 | x
CCOC(=O)/C(C#N)=C/c1cn(CCOc2ccccc2)c2ccccc12 | -1.7 | -2 | x | -3 | 20 | x | 37 | -4
COc1cccc(-c2cnc3c(c2)C(=O)N([C@H](C)CO)C[C@H](C)[C@H](CN(C)C(=O)Nc2ccccc2)O3)c1 | -3.7 | 6 | 2 | 18 | 3 | 1 | -9 | 16[16.7 µM]
N#C[C@@H]1[C@H](c2ccc(-c3cccc(F)c3)cc2)[C@@H](CO)N1C(=O)NC1CCCCC1 | -8.3 | -34 | x | x | -5 | x | -26 | x
CCOc1ccc(Nc2nc(N)c([N+](=O)[O-])c(N3CCN(C)CC3)n2)cc1 | -3.5 | 17 | 1 | -5 | 0 | -2 | -3 | -2
Cc1noc(C)c1NC(=O)Nc1ccc2c(c1)CC(=O)N([C@@H](C)CO)C[C@H](C)[C@H](CN(C)S(=O)(=O)c1ccccc1)O2 | -2.9 | 4 | 4 | -24 | x | 6 | 6 | 4[16.7 µM]
CCNC(=O)[C@H]1[C@H](CO)[C@H]2Cn3c(ccc(-c4ccccc4)c3=O)[C@H]2N1CC | x | -2 | -4 | -6 | x | 4 | x | x
O=C(COc1ccc(F)cc1Br)NCc1ccccn1 | x | -4 | -1 | -8 | x | 2 | -5 | -4
Cn1c(=O)c2c(nc(-n3ccnc3)n2Cc2ccc(Cl)cc2Cl)n(C)c1=O | x | x | 0 | -1 | x | -1 | x | 4
Cc1ccccc1N1C(=O)CSC1=C(C#N)C#N | 0.3 | 8 | 2 | 4 | x | -4 | x | 1
COc1cccc(S(=O)(=O)N(C)C[C@H]2Oc3ncc(C#CC(C)C)cc3C(=O)N([C@@H](C)CO)C[C@@H]2C)c1 | x | -14 | -3 | 0 | -6 | 3 | 1 | -3[16.7 µM]
CNC(=O)c1cc(C(=O)c2ccc(C(F)(F)F)cc2)c[nH]1 | 1.4 | 3 | 0 | -3 | 0 | 6 | -13 | -1
COc1ccc(CCNC(=O)C(=O)c2cn(CC(=O)N3CCCC3)c3ccccc23)cc1OC | 6.7 | x | -1 | 7 | -1 | 0 | x | 1
Cc1onc(-c2c(F)cccc2Cl)c1C(=O)OCC(=O)N1C(C)CCCC1C (stereo not drawn) | -0.9 | -4 | x | x | -3 | x | -1 | -3
COCCC1CCCCN1C(=O)c1ccc2nc(Cc3ccccc3F)oc2c1 (stereo not drawn) | 2.2 | 10 | -2 | x | -3 | 5 | 6 | -2
C[C@H](CO)N1C[C@H](C)[C@H](CN(C)Cc2ccncc2)Oc2c(NC(=O)C3CC3)cccc2C1=O | -0.3 | 18 | 12 | -15 | x | -3 | x | 21[16.7 µM]
Cc1cc(C)n(CNc2nc(C(F)(F)F)cs2)n1 | x | x | 4 | 8 | x | -3 | 1 | -7
COc1ccc(CNC(=O)COc2cccnc2[N+](=O)[O-])cc1 | -2.4 | 21 | 0 | 8 | -4 | 1 | x | x
C[C@@H]1CN([C@H](C)CO)C(=O)c2cc(C#C[C@@H](C)O)cnc2O[C@H]1CN(C)C(=O)c1ccncc1 | 0.7 | 20 | 2 | -1 | x | 0 | 0 | 1[16.7 µM]
COc1ccc(-c2nc(CSCC(=O)N3CCN(C)CC3)c(C)o2)cc1OC | 1.2 | 0 | 2 | 10 | -11 | 0 | 2 | 1
COc1ccc(NC(=O)N(C)C[C@H]2Oc3ncc(-c4ccc(C#N)cc4)cc3C(=O)N([C@H](C)CO)C[C@@H]2C)cc1 | 1.6 | 10 | -2 | 4 | x | -2 | 3 | 0[16.7 µM]
Cc1ccc(-c2nnc(CSc3nnc(COc4ccccc4)n3-c3ccc(C)cc3)o2)cc1 | x | x | -2 | 28 | 6 | -9 | -46 | 9

The final two records of the part before are carried over, then new ones follow:
SMILES | CFTR F508del cor | GSIS activator | Cneo AK release | Statin myotox sup | FN deposit inh | PglD DTNB | PGC1a acetyl inh | miR122 inh
COc1ccc(NC(=O)N(C)C[C@H]2Oc3ncc(-c4ccc(C#N)cc4)cc3C(=O)N([C@H](C)CO)C[C@@H]2C)cc1 | 1.6 | 10 | -2 | 4 | x | -2 | 3 | 0[16.7 µM]
Cc1ccc(-c2nnc(CSc3nnc(COc4ccccc4)n3-c3ccc(C)cc3)o2)cc1 | x | x | -2 | 28 | 6 | -9 | -46 | 9
CC(C)(C)C(=O)Nc1ccccc1C(=O)NCCCn1ccnc1 | -1.6 | 9 | x | -9 | 9 | x | -21 | -1
C[C@H]1CN([C@@H](C)CO)C(=O)CCCn2cc(nn2)CO[C@@H]1CN(C)Cc1ccc(-c2ccccc2)cc1 | 3.0 | 20 | -7 | 8 | 8 | 1 | -7 | -1[16.7 µM]
Cc1cc(OCCCC(=O)NNC(=O)c2ccncc2)ccc1Cl | 0.1 | -12 | 0 | 7 | 0 | 4 | x | x
COc1ccc(CN(C)C[C@@H]2Oc3ccc(NC(=O)NC4CCCCC4)cc3CC(=O)N([C@H](C)CO)C[C@@H]2C)cc1 | 1.0 | -16 | -3 | -37 | x | 6 | -14 | 1[16.7 µM]
CN1C(=O)C2C=CC1C1C(=O)N(c3ccccc3)C(=O)C21 (stereo not drawn) | x | x | 2 | 0 | 11 | -2 | 5 | -5
Nc1ccn([C@H]2C[C@H](O)[C@@H](CO)O2)c(=O)n1 | 8.0*! | 0 | 2&3 | 6&-1 | 4&-5 | 1&1 | 8&-3 | 2&-10
FC(F)(F)COc1nc(N/N=C/c2cccnc2)nc(N2CCCCC2c2ccccn2)n1 (stereo not drawn) | 1.5 | -8 | 8 | -22 | 4 | 4 | -6 | 0
COc1ccc(-n2cnnc2SCC(=O)NCc2cccs2)cc1 | x | 2 | 2 | -1 | x | -1 | 2 | -6
COCCCn1c(SCC(=O)NC2CCCC2)nnc1-c1ccncc1 | 0.8 | 5 | -1 | 17 | -6 | -3 | 7 | -5
O=C1N/C(=N/N=C/c2ccccc2)SC1(c1ccccc1)c1ccccc1 | 3.1 | 6 | -1 | 4 | x | -1 | x | 4
Cc1cc(=O)[nH]c(SCC(=O)NNC(=O)Cc2ccccc2)n1 | 3.5 | 1 | x | x | 2 | x | -1 | x
COc1ccc2cc(CN(CCc3ccccc3)Cc3nnnn3CC3CCCO3)c(=O)[nH]c2c1 (stereo not drawn) | x | x | -1 | -8 | 1 | -4 | 5 | 2
Cc1ccc(S(=O)(=O)N2CCN(C(=O)COC(=O)COc3ccc(Cl)cc3)CC2)c(C)c1 | -1.8 | x | -1 | 0 | -1 | -2 | 8 | -14
CN1CCN(c2ccc([N+](=O)[O-])cc2S(=O)(=O)N2CCOCC2)CC1 | x | x | 1 | 6 | x | 5 | 2 | -4

Looked up above:
Value of COc1ccc(-c2nc(CSCC(=O)N3CCN(C)CC3)c(C)o2)cc1OC in CFTR F508del cor: 1.2
Value of CC=Cc1ccc2n(c1=O)C[C@H]1[C@H](CO)[C@@H](C(=O)Nc3ccccc3)N(CC3CCCC3)[C@@H]21 (mixture of isomers) in Statin myotox sup: 0
Value of CCNC(=O)[C@H]1[C@H](CO)[C@H]2Cn3c(ccc(-c4ccccc4)c3=O)[C@H]2N1CC in PglD DTNB: 4
Value of Cn1c(=O)c2c(nc(-n3ccnc3)n2Cc2ccc(Cl)cc2Cl)n(C)c1=O in Statin myotox sup: -1
Value of Cc1cc(=O)[nH]c(SCC(=O)NNC(=O)Cc2ccccc2)n1 in CFTR F508del cor: 3.5
Value of Nc1ccn([C@H]2C[C@H](O)[C@@H](CO)O2)c(=O)n1 in PglD DTNB: 1&1

Screening data deposited in PubChem by Broad Institute.
